# Source: PubChem BioAssay (several laboratories)
# EP2 mod: modulates human prostaglandin E2 receptor EP2 signaling | P43116 | EP2-expressing cells, cAMP HTRF FRET, PGE2 co-stimulation | induction, % at 25 µM | 0.83% of 260,000 active | AID 940;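 active = compounds whose cAMP rise, as percent of the full-agonist control response, exceeds 60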;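 note: rat C6 glioma line stably carrying human EP2 under a CMV promoter; the protocol text gives 20 µM as final concentration; 100% = response of wells given 1 µM PGE2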
# Runt-SMMHC FRET: blocks binding of human RUNX1 Runt domain to CBFb-SMMHC. Q01196+Q13951. Cerulean-Runt/Venus-CBFb-SMMHC FRET ratio 530/480, 1 h. inhibition, % at 20 µM. 0.74% of 220,000 active. AID 1434;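 active = mean inhibition across duplicate retests at 20 µM reaching about 50%, limit read from the data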;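 note: 0% = DMSO wells and 100% = wells with excess untagged CBFb-SMMHC; inhibitors lower the FRET ratio by blocking Runt binding to CBFb-SMMHC; some results filed as inactive read as strong as hits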
# Runt-CBFb FRET: inhibitors of human RUNX1 Runt domain binding to CBFb. Cerulean-Runt/Venus-CBFb FRET ratio 530/480, 1 h. inhibition, % at 20 µM. Q01196+Q13951. 0.46% of 220,000 active;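 active = inhibition over about 50% at 20 µM in the single-dose screen, limit read from the data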;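 note: 0% = DMSO wells and 100% = excess unlabeled CBFb competitor control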
#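 Buffer or medium: Tris pH 7.5 buffer with BSA. Assay system: Cerulean-labeled Runt domain protein. Amount: each fluorescent fusion protein 100 nM. Read-out basis: loss of energy transfer signal. Incubation: 1 h compound exposure, room temperature. Probe or stimulus: Venus-CBFb binding partner, 100 nM. Detection: FRET, excitation 422 nm, emission at 530 and 480 nm.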
# zVAD death inh: L929 zVAD cell death inhibition | viability rescue, % at 10 µM | 0.38% of 220,000 active | L929 zVAD necroptosis rescue, ATP luminescence, 24 h; with zVAD 60 µM | AID 1377;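 active = activation, scaled between plate controls, above about 75%, limit read from the data; inactive = activation under that limit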;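 note: 0% = zVAD with DMSO and 100% = DMSO alone without zVAD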
# PGE2 EP2 inh: inhibitors of human EP2 prostaglandin E2 receptor; C6 glioma cells expressing human EP2, cAMP TR-FRET; cells stimulated with saturating PGE2; inhibition, % at 25 µM; 0.52% of 260,000 active; AID 1422;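 active = percent inhibition above 40 after rounding to a whole number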;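 note: rat C6 glioma host cells with rolipram phosphodiesterase inhibitor present; the protocol text gives 20 µM as final concentration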
# RBBP9 inh: blocks human serine hydrolase RBBP9 | inhibition, % at 7.94 µM | AID 1515 | 0.2% of 220,000 active | recombinant RBBP9, FP-Rh probe fluorescence polarization;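 active = inhibition above the campaign mean of all tested compounds plus 3 SD, cut at about 14% in these data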;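 note: plate controls were DMSO wells with RBBP9 for no effect and wells lacking RBBP9 protein for full effect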
#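 Measured by – fluorescence polarization · Test system – RBBP9 protein · Input – 2.5 µM RBBP9 dispensing solution, before mixing · Measure – percent inhibition from mP, scaled between DMSO and no-protein wells · Benchmarks – DMSO-treated enzyme wells and wells lacking RBBP9 · Times – preincubation 30 min plus labeling 45 min at 25 °C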
# Hck Nef HTS: inhibitors of human Hck kinase activated by Nef | P08631 | Recombinant Hck-YEEI plus Nef, Z-Lyte FRET kinase assay | inhibition, % at 20 µM | 0.68% of 220,000 active | AID 463187;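 active = Hck-Nef kinase inhibition above about 50%, limit read from the data; inactive = inhibition below that limit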;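 note: 0% = DMSO with Hck plus Nef and 100% = Hck alone without Nef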
# TNF death inh: blocks TNF-alpha induced death of Jurkat FADD-/- cells. Jurkat FADD-/- TNF necroptosis rescue, ATP luminescence, 24 h; 0 = TNF only, 100 = no-TNF cells. activation (protection from cell death), % at 10 µM. 0.068% of 220,000 active. AID 463075;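 active = activation, meaning protection from cell death, of at least 50% relative to plate controls; inactive = activation below 50%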;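 note: necroptosis triggered by 40 ng/mL TNF-alpha added together with compound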
# PERK inhibitor: human PERK inhibition, primary cell-based screen. Q9NZJ5. CHO PERK-DD fusion, SEAP luminescence translation reporter. inhibition, % at 5.6 µM. 0.17% of 220,000 active. AID 1416;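 active = inhibition above the mean inhibition of all tested compounds plus 3 SD, set separately per screening campaign, cut at about 2.9% in these data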;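 note: PERK kinase domain activated by AP20187 dimerizer at 100 nM; 0% = DMSO with dimerizer and 100% = rapamycin at 8.4 µM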
# Target sequence (Q9NZJ5 whole entry, looked up, the tested form may be a part): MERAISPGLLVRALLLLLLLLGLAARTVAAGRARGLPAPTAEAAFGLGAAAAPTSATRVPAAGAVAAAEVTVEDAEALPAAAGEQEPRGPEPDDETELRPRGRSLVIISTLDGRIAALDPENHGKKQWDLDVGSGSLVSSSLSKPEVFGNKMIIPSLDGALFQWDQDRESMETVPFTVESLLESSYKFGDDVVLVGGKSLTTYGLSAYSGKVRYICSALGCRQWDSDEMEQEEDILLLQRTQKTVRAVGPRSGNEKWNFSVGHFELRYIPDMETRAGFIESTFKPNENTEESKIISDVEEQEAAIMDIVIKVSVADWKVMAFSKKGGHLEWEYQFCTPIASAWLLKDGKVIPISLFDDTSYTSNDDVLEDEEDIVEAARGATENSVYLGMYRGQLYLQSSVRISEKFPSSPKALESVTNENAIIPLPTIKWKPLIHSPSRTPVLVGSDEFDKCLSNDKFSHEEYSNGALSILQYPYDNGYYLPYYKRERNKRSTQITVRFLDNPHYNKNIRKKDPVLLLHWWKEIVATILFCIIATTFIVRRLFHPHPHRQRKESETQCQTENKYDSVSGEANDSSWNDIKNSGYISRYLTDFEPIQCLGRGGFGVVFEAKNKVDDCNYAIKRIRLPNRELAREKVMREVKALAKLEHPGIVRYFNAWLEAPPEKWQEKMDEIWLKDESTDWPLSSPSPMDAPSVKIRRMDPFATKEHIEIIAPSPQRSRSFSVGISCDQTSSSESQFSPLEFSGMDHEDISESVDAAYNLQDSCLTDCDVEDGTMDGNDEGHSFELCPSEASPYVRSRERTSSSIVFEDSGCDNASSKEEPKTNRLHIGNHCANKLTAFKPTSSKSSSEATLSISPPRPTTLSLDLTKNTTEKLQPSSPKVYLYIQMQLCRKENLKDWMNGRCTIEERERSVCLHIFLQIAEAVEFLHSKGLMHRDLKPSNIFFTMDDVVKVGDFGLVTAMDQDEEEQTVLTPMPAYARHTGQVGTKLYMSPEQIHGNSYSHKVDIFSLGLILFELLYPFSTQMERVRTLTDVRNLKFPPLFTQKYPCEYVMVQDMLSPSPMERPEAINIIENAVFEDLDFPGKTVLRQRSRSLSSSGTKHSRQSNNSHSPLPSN
# Starred values were filed as active, the others as inactive; . = not tested or not shown; & = joins results of further samples. These rows are one share of the data; the hit share may differ from the screen's.
SMILES,EP2 mod,Runt-SMMHC FRET,Runt-CBFb FRET,zVAD death inh,PGE2 EP2 inh,RBBP9 inh,Hck Nef HTS,TNF death inh,PERK inhibitor
O=C(NCc1cccnc1)C1CCC(c2ccc(Cl)cc2)CC1 (stereo not drawn),-17,-1,0,0.0,5,-3,0,-13,0.1
COCCCNc1nc2c(c(=O)n(C)c(=O)n2C)n1Cc1cccc(OC)c1,15,-2,-3,-0.3,7,-3,1,-1.9,-0.1
CCCc1nnc(NC(=O)CCC(=O)N2CCN(CCn3c(C)ccc3C)CC2)s1,-5,2,-1,-0.2,10,-2,0,-0.3,0.1
Cn1c(=O)c2c(nc(NCc3ccccc3)n2C)n(C)c1=O,32,3,-3,-0.3,11,-6,0,-2.9,0.7
COc1ccc(S(=O)(=O)NCCOc2ccccc2)cc1OC,-1,-3,2,0.0,11,-10,-1,-1.4,0.4
CCN(CC)c1ccc(N=Cc2c(C)[nH]c3ccccc23)cc1,-72,6,-6,1.6,6,9,11,-2.8,1.3
Clc1cc(CSc2ccccc2)nc(-c2ccccc2)n1,46,154,-3,0.1,16,-8,0,-1.8,-0.1
COCCN(C(=O)C1CCC1)c1nnc(-c2cccnc2)s1,-5,0,0,0.0,8,6,1,0.1,-0.5
COc1ccc2nc(/C=N/NC(=O)[C@H](C)NC(=O)OC(C)(C)C)ccc2c1,-52,-3,-4,1.2,8,2,2,-0.1,-0.4
Nc1ccc(Oc2ccc(Cl)cc2)cc1,-16,3,-1,-0.3,22,3,-2,-20,0.8
CN1C(N)=NC(=O)/C1=C/c1ccc(OC(F)(F)F)cc1,-3,-1,0,1.0,4,4,-3,-0.8,0.9
O=C(Cn1nnc(-c2cccs2)n1)N1c2ccccc2Sc2ccc(C(F)(F)F)cc21,29,.,.,1.6,8,-7,11,1.2,-0.1
COC(=O)c1ccc(C2C(C(C)=O)=C(C)Nc3ncnn32)cc1 (stereo not drawn),-2,1,1,5.8,6,-4,11,1.3,0.3
CCOC(=O)c1cc(NC(=O)COc2ccc([N+](=O)[O-])cc2)cc(C(=O)OCC)c1,17,-3,-1,0.4,4,1,6,1.2,1.7
Cc1ccc2nc(-c3sc4nc(C)ccc4c3N)[nH]c2c1,-54,-10,4,1.2,4,-14,6,-1.9,-1.4
CC(=O)N(CCC1(C(C)C)CCOC(C)(C)C1)Cc1ccco1 (stereo not drawn),15,-4,2,-0.5,3,-1,-2,-0.9,-0.2
Cc1nc2sc(C(=O)Nc3ccccc3)c(N)c2c(C)c1[N+](=O)[O-],-29,-6,-3,0.9,5,-15,12,3.4,0.0
CN1CCC(N(C)C(=O)CCc2nc3ccccc3n2-c2ccccc2)CC1,2,5,1,-0.2,2,-6,21,0.8,0.0
Cc1ccc(Cn2nc(C)c(NC(=O)c3cc(-c4ccc5c(c4)OCO5)on3)c2C)cc1,-25,1,-2,-0.2,14,1,-1,-0.8,-0.7
NS(=O)(=O)c1ccc(NC(=O)Cc2c(F)cccc2Cl)cc1,10,3,2,-0.8,1,-9,13,0.7,0.7
Brc1c(CSc2nncc3ccccc23)nc2ccccn12,-46,5,2,-0.8,5,-3,-11,-2.0,-0.3
CCOC(=O)c1c(N2C(=O)Nc3cc(Cl)c(Cl)cc3N2O)sc2c1CCCCC2,4,-4,-7,0.3,14,-12,30,-0.6,1.4
O=C(NC(Cc1ccccc1)C(=O)O)/C(=C\c1ccco1)NC(=O)c1ccccc1Br (stereo not drawn),9,-4,4,1.0,10,-10,3,1.4,0.8
Cc1nc(SCc2cccc(C(=O)O)c2)nc2c1CCCC2,-20,5,4,0.5,4,1,12,0.3,1.7
COc1cc(NC(=O)c2ccc3c(c2)OCCO3)ccc1NC(=O)c1ccco1,-7,2,2,0.8,3,-3,16,0.4,0.4
CCOc1ccc2ncc(C(=O)c3ccc(OC)cc3)c(N3CCN(CC)CC3)c2c1,-6,4,1,0.4,7,4,19,3.8,0.5
CC(Sc1nnc(-c2ccc(O)cc2)o1)C(=O)Nc1cccc2ccccc12 (stereo not drawn),-35&-4,7,3,0.8,10&10,2,-2,-0.5,0.1
O=C(NCc1ccccc1)C1CCCN(c2nc3ccsc3c(=O)s2)C1 (stereo not drawn),-20,2,2,1.4,9,6,64*,0.2,1.1
O=C(N/N=C/c1ccco1)c1ccc(N2CCCC2=O)cc1,4,0,1,2.4,5,-3,1,0.3,-0.6
C/C(=N\NC(=O)C1(C)CC1(Br)Br)c1ccc(NC(=O)C2CCC2)cc1 (stereo not drawn),-67,1,-3,.,11,-3,-13,-3.8,-0.5
O=C(N/N=C1\CCc2ccccc21)c1ccncc1,22,1,-1,0.8,2,-3,4,0.6,1.3
CC1=Nc2ccccc2N=C(N)C1c1ccccc1 (stereo not drawn),-1,2,0,3.0,6,9,-17,0.3,0.1
O=C(c1sc(N2CCOCC2)nc1-c1ccccc1)N1CCCCC1,20,0,-2,0.4,8,-7,1,1.5,-0.5
NC(=O)CN1CCN(C(=O)Nc2ccccc2)CC1,1,0,0,1.4,1,-7,0,0.3,1.2
CCOC(=O)c1c(-c2ccccc2Cl)csc1NC(=O)c1cc(S(=O)(=O)N2CCOCC2)ccc1C,27,11,2,0.4,14,-2,10,1.2,0.0
O=C(COc1ccc(-n2cnnn2)cc1)NCCc1ccc(F)cc1,-12,1,3,73,5,-6,-1,0.8,0.8
Cc1ccc(NC(=O)C2C3CCCC2C3c2ccccc2)cc1 (stereo not drawn),0,2,0,0.1,4,-11,1,0.4,1.3
O=C(NCC1CCCO1)C1CCN(C2CCN(C(=O)Cc3ccsc3)CC2)CC1 (stereo not drawn),20,7,4,-0.8,3,0,4,-0.6,-0.1
Cc1c(CCO)c(=O)oc2n[nH]c(-c3ccccc3)c12,3,-1,2,3.5,6,-5,25,1.5,0.6
O=C(c1n[nH]c(=O)c2ccccc12)N1CCN(c2ccccc2)CC1,30,0,-2,1.4,14,-18,-2,1.2,-0.6

# Record cards, as listed above. Screens in order: EP2 mod | Runt-SMMHC FRET | Runt-CBFb FRET | zVAD death inh | PGE2 EP2 inh | RBBP9 inh | Hck Nef HTS | TNF death inh | PERK inhibitor
# Cc1c(CCO)c(=O)oc2n[nH]c(-c3ccccc3)c12 is entered as 3 | -1 | 2 | 3.5 | 6 | -5 | 25 | 1.5 | 0.6
# Cc1ccc(NC(=O)C2C3CCCC2C3c2ccccc2)cc1 (stereo not drawn) is entered as 0 | 2 | 0 | 0.1 | 4 | -11 | 1 | 0.4 | 1.3

# Further results.
SMILES,EP2 mod,Runt-SMMHC FRET,Runt-CBFb FRET,zVAD death inh,PGE2 EP2 inh,RBBP9 inh,Hck Nef HTS,TNF death inh,PERK inhibitor
Cc1sc2ncnc(N[C@@H](Cc3c[nH]c4ccccc34)C(=O)O)c2c1C,12,0,1,-0.3,10,-4,1,0.6,0.8
O=c1c2ccccc2c(C=Nc2cccc(S(=O)(=O)NCc3ccco3)c2)c(O)n1-c1ccc(Cl)cn1,2,-56,-17,-0.7,6,-4,2,3.0,0.2
CCOCCCNC(=O)c1ccc(Cn2c(=O)[nH]c3ccsc3c2=O)cc1,17,0,-2,2.1,6,-2,18,0.7,1.6
CCOc1ccc(N(CC(=O)NCC2CCCO2)S(=O)(=O)c2ccc(Cl)cc2)cc1 (stereo not drawn),33,1,0,0.3,5,0,0,0.3,-1.3
CCCC(NS(=O)(=O)c1ccc(C)cc1)C(=O)O (stereo not drawn),13,-2,2,1.5,3,-6,-1,-1.3,-0.1
CCCCCCCCSc1nnc(-c2ccc(OC)cc2)o1,20,-5,-11,-0.2,10,-3,-9,0.5,1.3
CCC(=O)NC(Nc1cc(C)cc(C)n1)(C(F)(F)F)C(F)(F)F,12,-2,-4,0.2,10,-2,3,-3.1,1.1
CCN1CNC(=S)N(Cc2ccccc2)C1,-1,-6,-4,0.2,1,-8,5,2.6,0.5
O=C(/C=C/c1cn(-c2ccccc2)nc1-c1cccs1)NCCN1CCOCC1,-66,2,0,1.9,4,-8,2,-3.9,0.5
O=C/C(=C\Nc1ccccn1)c1nc2cc(Cl)ccc2o1,-14,0,-1,0.0,30,3,3,-1.8,0.2
CN(C)CCOCCSc1ccc(Cl)cc1,-20,-1,-1,0.0,4,-4,0,-2.2,-0.1
CCSc1nc2cc(C(=O)OC)ccc2c(=O)n1CC,40,-2,-4,0.3,3,-1,-1,-1.3,0.7
CN(C)CCCCCCCCCCC(=O)/C=N/O,.,.,.,-0.4,6,3,2,-6.1,0.9
CCn1c(N)c(C(=O)NC)sc1=S,14,32,48,0.7,12,-6,8,-1.3,0.4
CC(=O)Nn1c(COc2ccccc2C)nc2ccccc2c1=O,10,0,1,0.0,7,1,-1,1.4,-0.4
CCCCNC(=S)NNC(=O)CCn1nc(C)c(Br)c1C,17,0,-4,-0.2,4,-7,0,-1.9,0.7
C/C(=N\NC(=O)C1(C)CC1(Br)Br)c1cccc(NC(=O)C(C)(C)C)c1 (stereo not drawn),-37,-2,-1,5.5,15,-8,3,3.6,0.6
CCOC(=O)C1=C(C)N(c2ccc(OC)cc2)C(=O)/C1=C\c1ccc(O)c(OCC)c1,31,-4,65*,0.6,41*,2,-309,-4.6,-1.6
Cc1cc(NC(=O)CSc2cn(CCNC(=O)c3ccc(F)cc3)c3ccccc23)no1,11,-2,-1,0.4,5,-7,1,-0.5,-0.9
COc1ccc(N2CCN(C(=O)c3cccc4nc(C)oc34)CC2)cc1,10,-3,3,0.9,11,-10,16,0.4,-0.1
O=c1[nH]c(C(F)(F)F)nc2c1nnn2Cc1ccccc1F,22,4,-1,0.0,15,-6,2,0.2,0.7
COc1ccc(C(C)=O)cc1COC(=O)CNC(=O)c1ccc(Cl)cc1,1,0,-2,0.0,9,-8,-1,2.2,-0.6
CC1(c2nnc(-c3ccc(F)cc3)o2)CC(c2c(Cl)cccc2Cl)=NO1 (stereo not drawn),10,-2,-2,-0.1,10,.,27,-2.8,.
c1csc(-c2csc3nc(CN4CCOCC4)nc(NCc4ccc5c(c4)OCO5)c23)c1,-12,-2,-4,-0.4,11,-6,-1,-2.4,-1.9
O=C(Cn1cc(C(F)(F)F)ccc1=O)Nc1cccc(S(=O)(=O)N2CCOCC2)c1,-1,4,2,0.6,4,-9,2,0.6,0.4
Cc1cnc(NC(=O)CSc2nnc(N)s2)s1,5,0,1,35,11,1,19,1.2,0.8
Oc1ccc(/C=N/Nc2ncc(Br)cn2)c(O)c1,27,4,2,92*,11,-1,4,31,0.1
Cn1c(Cc2cccc3ccccc23)nnc1SCc1ccc([N+](=O)[O-])cc1,1,1,-2,0.8,13,3,1,0.6,0.5
O=C(O)c1ccc(NS(=O)(=O)c2cc(C(=O)O)ccc2Br)cc1,23,-1,0,1.1,12,1,6,0.6,0.6
O=C(COc1cccc2c1CCN(Cc1ccccc1F)C2=O)N1CCCCC1,6,1,-2,-0.2,5,6,-9,0.9,0.0
CCN(CC)C(=O)c1csc(Nc2ccc(C)cc2)n1,12,0,1,-0.3,6,0,4,0.2,-0.3
